Rab7 wt modul: modulators of GTP binding to Rab7, primary screen, biochemical, wildtype, multiplex bead flow cytometry | Rab7 GTPase wild type (dog), Bodipy-FL-GTP binding | GST-Rab7 beads, fluorescent GTP binding; actives lie on both sides; untreated = 100%, excess cold GTP = 0% | GTP binding activity (percent of control), % at 10 µM | hit rate 0.055% among 190,000;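 active = fluorescent GTP binding to Rab7 beads changed by at least 20 points from the 100% baseline, either direction, mostly lower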;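 also: median green fluorescence of bound Bodipy-FL-GTP per Rab7 bead population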
Mcl1 Bid PPI: Mcl-1/Bid binding inhibitors, primary screen, biochemical, TR-FRET, 1536-well; Induced myeloid leukemia cell differentiation protein Mcl-1 (Homo sapiens), Q07820; TR-FRET Mcl-1/Bid-Dy647 peptide binding; inhibition, % at 21.7 µM; hit rate 0.97% among 220,000; AID 1021, 2008;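 active = compounds that cut the binding signal by more than half at the single screening dose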;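 also: His-tagged Mcl-1 with europium anti-His antibody binding Bid BH3 peptide; 0% = Mcl-1 plus peptide wells and 100% = peptide-only wells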
Target sequence (Q07820 whole entry, looked up): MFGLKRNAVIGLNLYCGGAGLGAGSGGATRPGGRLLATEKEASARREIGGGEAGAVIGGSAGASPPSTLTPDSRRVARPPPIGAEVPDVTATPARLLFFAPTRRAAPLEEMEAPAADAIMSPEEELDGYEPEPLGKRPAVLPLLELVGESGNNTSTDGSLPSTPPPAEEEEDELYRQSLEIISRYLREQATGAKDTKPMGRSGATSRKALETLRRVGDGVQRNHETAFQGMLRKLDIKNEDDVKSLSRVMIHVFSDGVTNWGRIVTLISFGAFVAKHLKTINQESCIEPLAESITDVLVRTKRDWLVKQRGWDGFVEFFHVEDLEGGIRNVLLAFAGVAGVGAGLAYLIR
Cdc42 wt: modulators of GTP binding to wildtype Cdc42, primary screen, biochemical, multiplex bead flow cytometry, Bodipy-GTP. GST-Cdc42 beads; actives lie on both sides. percent activity (GTP binding), % at 10 µM. hit rate 0.2% among 190,000. AID 761, 2007;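 active = percent activity GTP binding at least 20 points away from the 100% baseline, either down as inhibitor or up as activator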;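 also: median bead fluorescence of bound Bodipy-FL-GTP at 100 nM; 0% = excess unlabeled GTP control and 100% = no compound control; below 100% means less GTP binding so inhibitor and above means activator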
Target sequence (P60953 whole entry, looked up): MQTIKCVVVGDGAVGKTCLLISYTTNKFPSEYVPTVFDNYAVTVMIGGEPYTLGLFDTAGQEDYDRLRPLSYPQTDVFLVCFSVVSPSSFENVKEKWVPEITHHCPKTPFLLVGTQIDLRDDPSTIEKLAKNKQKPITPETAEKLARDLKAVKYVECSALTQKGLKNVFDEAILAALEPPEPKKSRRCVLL
Rac1 mut GTP: GTP binding modulators of activated mutant Rac1, primary screen, biochemical, bead-based flow cytometry, multiplex, fluorescent GTP | Ras-related C3 botulinum toxin substrate 1 (Homo sapiens), P63000 | GST-Rac1 activated beads; actives lie on both sides; 100% means binding = to untreated wells | percent activity (GTP binding), % at 10 µM | hit rate 0.11% among 190,000 | AID 764, 2007;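 active = GTP binding at least 20 percentage points away from the 100% baseline, in either direction, so actives lie on both sides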
GSH bead fluor: compound fluorescence on glutathione beads, profiling panel, artefact control, biophysical, 488/530 nm, flow cytometry. GSH beads flow cytometry, compound fluorescence 488/530 nm; stronger effect = higher value. AID 1776, 2009. fluorescence (KMESF) at 10 µM. hit rate 0.25% among 190,000; in the data active = fluorescence above about 89;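 also: glutathione beads carrying GST-tagged Bcl family fusion proteins plus one bare bead set; values are compound well signal with DMSO vehicle wells as background; inactives centre near 16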
Mcl1-Noxa inh: Mcl-1/Noxa binding inhibitors, primary screen, biochemical, TR-FRET, 1536-well; AID 1022, 2008; Induced myeloid leukemia cell differentiation protein Mcl-1 (Homo sapiens), Q07820; TR-FRET Mcl-1/Noxa peptide binding, 2 h; hit rate 1.5% among 220,000; inhibition, % at 21.7 µM;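 active = compounds that cut the protein-peptide binding signal by more than 50% relative to plate controls in a single-dose test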;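 also: His-tagged Mcl-1 with rhodamine Noxa BH3 peptide and terbium anti-His antibody; 0% = Mcl-1 plus Noxa peptide wells and 100% = peptide-only wells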
Avidin fluor: green autofluorescence of compounds with avidin beads – biophysical, 488/530 nm, flow cytometry, artefact control, profiling panel | hit rate 0.38% among 220,000 | fluorescence (KMESF) at 10 µM | compound fluorescence 488/530 nm; stronger effect = higher value; in the data active = fluorescence above about 47; also: inactives centre near 10
Rac1 wt modul: wildtype Rac1 GTP binding modulators, primary screen, biochemical, GST-Rac1 beads, flow cytometry, multiplex. Ras-related C3 botulinum toxin substrate 1 (Homo sapiens), P63000. fluorescent GTP binding; actives lie on both sides; 0 = cold GTP competed, 100 = untreated. GTP binding activity (% of control), % at 10 µM. hit rate 0.27% among 190,000. AID 757, 2007;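 active = GTP binding activity at least 20 points away from the 100% control level, either lower or higher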
HRas wt GTP bind: modulators of GTP binding to HRas wildtype, primary screen, biochemical, bead-based flow cytometry, multiplex. GTPase HRas (Homo sapiens), P01112. GST-Ras wt beads, Bodipy-FL-GTP binding; actives lie on both sides. GTP binding activity, % at 10 µM. hit rate 0.14% among 190,000;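 active = GTP binding activity at least 20% away from the 100% baseline, either lowered as inhibitor or raised as activator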;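 also: 0% = unlabeled GTP competition control and 100% = no-compound control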
Target sequence (P01112 whole entry, looked up): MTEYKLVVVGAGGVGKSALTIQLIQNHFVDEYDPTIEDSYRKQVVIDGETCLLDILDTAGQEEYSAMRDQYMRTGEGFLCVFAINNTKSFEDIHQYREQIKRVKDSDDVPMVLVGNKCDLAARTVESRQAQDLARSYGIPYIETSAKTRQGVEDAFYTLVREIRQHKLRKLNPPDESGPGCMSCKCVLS
Rab2 wt GTP: modulators of GTP binding to Rab2A wildtype, primary screen, biochemical, dog, bead-based flow cytometry, multiplex; GST-Rab2 wt beads, Bodipy-GTP binding; GTP binding activity, % at 10 µM; hit rate 0.19% among 190,000;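 active = GTP binding activity at least 20 points away from 100%, either lowered or raised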;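 also: 0% = beads with excess unlabeled GTP and 100% = no-compound control corrected for plate trend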
Pf gamet viab: late stage P. falciparum gametocyte viability inhibitors, primary screen, ATP luminescence, HTS. P. falciparum stage V gametocytes, 24 h. inhibition, % at 10.9 µM. hit rate 0.065% among 150,000. AID 743093, 2013;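 active = inhibition above the mean plus 3 SD of compounds within the control limits, set per campaign, cut at about 38% in these data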;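 also: 0% = DMSO wells and 100% = medium only without gametocytes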
* hit, by the source's call; . = no result given.

| molecule | HRas wt GTP bind | Rab7 wt modul | Pf gamet viab | Cdc42 wt | Rac1 mut GTP | Rab2 wt GTP | GSH bead fluor | Mcl1 Bid PPI | Rac1 wt modul | Mcl1-Noxa inh | Avidin fluor |
| --- | --- | --- | --- | --- | --- | --- | --- | --- | --- | --- | --- |
| CCN(CC)S(=O)(=O)c1cccc(-c2nnc(SCC(=O)NC3CCCCCCC3)n2N)c1 | 99.0 | 101.0 | -0.8 | 97.0 | 96.0 | 98.0 | 27 | -3.2 | 102.0 | 11.1 | 35 |
| O=C(c1ccc(Cl)cc1)C(Cn1cncn1)C(Sc1ccccc1)c1ccccc1 (centres undefined) | 97.0 | 99.0 | . | 97.0 | 96.0 | 97.0 | 65 | 12.1 | 99.0 | 11.5 | 10 |
| CC(C)(C)NC(=O)COC(=O)CCC(=O)c1cccs1 | 99.0 | 107.0 | 14.8 | 101.0 | 95.0 | 100.0 | 15 | -34.2 | 101.0 | 15.3 | 8 |
| CC1CC(=O)c2c(cc3c(-c4c(O)cc(O)c5c(O)c6c(cc45)OC(C)CC6=O)c(O)cc(O)c3c2O)O1 (centres undefined) | 86.0 | 92.0 | . | 84.0 | 81.0 | 84.0 | 25 | 46.7 | 87.0 | 93.4* | 9 |
| CC1CN(C2CCN(C(=O)COc3ccccc3)CC2)CC(C)O1 (centres undefined) | 105.0 | 98.0 | . | 107.0 | 104.0 | 103.0 | 70 | 6.7 | 107.0 | 35.4 | 7 |
| CCCCC(=O)Nc1ccc(NC(=S)NC(=O)CC)cc1OC | 100.0 | 102.0 | 18.6 | 100.0 | 101.0 | 103.0 | 7 | -42.3 | 104.0 | 10.1 | 5 |
| CC(C)C(NC(=O)c1ccc2c(c1)OCO2)C(=O)N/N=C\c1ccco1 (centres undefined) | 103.0 | 96.0 | . | 105.0 | 102.0 | 105.0 | 21 | -47.8 | 104.0 | -2.1 | 7 |
| Cc1ccc(-n2c(=O)cc(N3CC(C)OC(C)C3)[nH]c2=O)cc1 (centres undefined) | 100.0 | 103.0 | . | 101.0 | 98.0 | 100.0 | 14 | -31.9 | 102.0 | 9.9 | 12 |
| Cc1ccc(NC(=O)CN(c2ccc(Cl)cc2)S(=O)(=O)c2cc([N+](=O)[O-])ccc2Cl)cc1 | 101.0 | 101.0 | 13.1 | 96.0 | 96.0 | 100.0 | 9 | -32.5 | 101.0 | 7.5 | 5 |
| COc1cccc(C2C(C#N)=C(N)OC(C(C)(C)C)=C2C#N)c1 (centres undefined) | 99.0 | 98.0 | . | 96.0 | 96.0 | 99.0 | 7 | -53.4 | 101.0 | 20.6 | 15 |
| Cc1ccc(S(=O)(=O)c2c(N)n(C)c3nc4ccccc4nc23)cc1 | 87.0 | 90.0 | 29.9 | 88.0 | 93.0 | 83.0 | 11 | -0.9 | 94.0 | -4.5 | 9 |
| O=C(Nc1cccc2nsnc12)c1cccnc1Cl | 100.0 | 104.0 | -18.0 | 99.0 | 100.0 | 100.0 | 10 | -10.5 | 103.0 | 1.5 | 6 |
| CCc1ccc(C(C)NC(=O)Cc2ccc(F)cc2)cc1 (centres undefined) | 99.0 | 106.0 | 0.3 | 97.0 | 99.0 | 102.0 | 13 | -49.8 | 97.0 | 3.2 | 6 |
| Cc1cc(C(=O)NNC(=S)NCC2CCCO2)cs1 (centres undefined) | 107.0 | 104.0 | . | 110.0 | 106.0 | 101.0 | 14 | -108.2 | 117.0 | 10.4 | 13 |
| CCCC(C)c1nnc(NC(=O)C2CCCO2)s1 (centres undefined) | 98.0 | 98.0 | -4.7 | 96.0 | 95.0 | 99.0 | 39 | 13.3 | 95.0 | 20.8 | 8 |
| COc1ccc(/C=C/CN2CCN(CC(C)C)C(CCO)C2)cc1 (centres undefined) | 97.0 | 99.0 | -4.7 | 98.0 | 99.0 | 99.0 | 14 | -8.4 | 99.0 | -0.9 | 11 |
| CC(=O)Nc1cccc(NC(=O)Nc2cccc(F)c2)c1 | 94.0 | 96.0 | -4.8 | 92.0 | 95.0 | 96.0 | 11 | -23.6 | 93.0 | 6.6 | 3 |
| CCOc1ccc2nc(NC(=S)N(C)C)sc2c1 | 101.0 | 103.0 | 25.3 | 99.0 | 95.0 | 99.0 | 7 | -58.9 | 102.0 | -50.0 | 10 |
| O=C(/C=C/c1ccc2c(c1)OCO2)NCCSCc1ccc(Cl)cc1 | 96.0 | 94.0 | . | 95.0 | 92.0 | 94.0 | 29 | 16.9 | 101.0 | 19.1 | 7 |
| Cc1cccc(Oc2c([N+](=O)[O-])c(=O)n(C)c3ccccc23)c1 | 91.0 | 100.0 | -0.9 | 88.0 | 90.0 | 91.0 | 55 | -12.7 | 92.0 | 11.3 | 9 |
| COC(=O)C1CCN(C(=O)CCCOc2ccccc2)CC1 | 98.0 | 97.0 | . | 101.0 | 94.0 | 96.0 | 38 | 7.4 | 98.0 | 22.4 | 16 |
| CCN1CCN(S(=O)(=O)c2cccc(S(=O)(=O)N3CCOCC3)c2)CC1 | 98.0 | 98.0 | . | 98.0 | 97.0 | 99.0 | 13 | -34.7 | 98.0 | 4.9 | 10 |
| CN(C)c1ccc(C(=O)c2ccccc2)cc1 | 101.0 | 101.0 | 24.2 | 102.0 | 98.0 | 103.0 | 25 | -34.7 | 105.0 | 5.8 | 12 |
| CC(C)c1ccc(CNc2nc3nc4c(c(=O)n3[nH]2)CCC4)cc1 | 96.0 | 104.0 | 5.8 | 95.0 | 93.0 | 95.0 | 23 | 8.3 | 97.0 | 36.0 | 13 |
| O=[N+]([O-])c1ccc(COc2cccc(CNc3ccc(F)cc3)c2)cc1 | 99.0 | 97.0 | . | 100.0 | 98.0 | 97.0 | 14 | -44.5 | 101.0 | 7.1 | 5 |
| CC(=O)N(C)C(c1ccc(N(C)C)cc1)c1nnnn1-c1c(C)cccc1C (centres undefined) | 102.0 | 106.0 | 18.2 | 102.0 | 101.0 | 101.0 | 9 | -73.8 | 104.0 | 11.9 | 4 |
| CCOC(=O)C(NCc1ccc2c(c1)OCO2)(NC(=O)CC)C(F)(F)F (centres undefined) | 103.0 | 99.0 | 18.3 | 108.0 | 101.0 | 102.0 | 39 | -4.4 | 109.0 | 21.9 | 6 |
| COc1ccc(C2C(C(=O)Nc3ccc(F)cc3)=C(C)Nc3nc(CCCO)nn32)cc1 (centres undefined) | 99.0 | 99.0 | . | 98.0 | 96.0 | 99.0 | 23 | -19.4 | 98.0 | 4.7 | 7 |
| COc1ccc(/C(N)=N/OC(=O)CSc2ccc(C)cc2)cc1OC | 101.0 | 102.0 | . | 101.0 | 98.0 | 100.0 | 20 | 16.0 | 105.0 | 3.1 | 5 |
| COc1ccc(NC(=S)N2CCN(Cc3ccccc3)CC2)c(OC)c1 | 98.0 | 102.0 | -11.6 | 97.0 | 97.0 | 98.0 | 11 | -61.7 | 99.0 | 2.6 | 4 |
| CCCCn1c(SCC(=O)c2ccc3c(c2)NC(=O)CO3)nc2cc(S(N)(=O)=O)ccc21 | 95.0 | 95.0 | -15.9 | 96.0 | 95.0 | 94.0 | 17 | -39.1 | 99.0 | 48.6 | 10 |
| CS(=O)(=O)NCCSCc1c(Cl)cccc1Cl | 101.0 | 95.0 | . | 104.0 | 101.0 | 102.0 | 5 | -7.2 | 106.0 | 6.6 | 8 |
| CCOc1cc(NC(=S)NCC2CCCO2)c(OCC)cc1NC(=O)CC (centres undefined) | 103.0 | 101.0 | 0.8 | 108.0 | 98.0 | 105.0 | 9 | -21.5 | 105.0 | 29.3 | 6 |
| CCCn1c(=NC(=O)c2c(-c3c(F)cccc3Cl)noc2C)c(C(=O)OCC)cc2c(=O)n3ccccc3nc21 | 98.0 | 99.0 | . | 97.0 | 96.0 | 95.0 | 17 | -4.1 | 97.0 | -15.9 | 15 |
| CS(=O)(=O)c1cc([N+](=O)[O-])c(Sc2nc3ccccc3[nH]2)c([N+](=O)[O-])c1 | 103.0 | 101.0 | . | 102.0 | 100.0 | 100.0 | 6 | -34.8 | 107.0 | 45.2 | 6 |
| CC1CCCN(C(=O)Cn2c(-c3nonc3N)nc3ccccc32)C1 (centres undefined) | 101.0 | 99.0 | 11.2 | 102.0 | 99.0 | 101.0 | 29 | -20.6 | 104.0 | 12.7 | 14 |
| O=C(CCn1cnc2ccccc2c1=O)Nc1nc(-c2ccc(Br)cc2)cs1 | 103.0 | 103.0 | . | 105.0 | 101.0 | 103.0 | 11 | -1.1 | 104.0 | -14.9 | 5 |
| Cc1nc2ccccc2c(=O)n1NC(=O)c1ccc(F)cc1Cl | 97.0 | 97.0 | . | 97.0 | 99.0 | 97.0 | 35 | 16.6 | 100.0 | 17.1 | 15 |
| c1ccc2cc(Sc3ncnc4c3oc3ccccc34)ccc2c1 | 100.0 | 100.0 | -23.1 | 103.0 | 98.0 | 98.0 | 25 | -1.7 | 104.0 | 28.6 | 33 |
| CCCCSc1c(C)c2cc3c(cc2[nH]c1=O)OCO3 | 100.0 | 95.0 | -10.2 | 96.0 | 96.0 | 96.0 | 14 | -21.7 | 96.0 | 8.0 | 32 |
| COC(=O)c1ccc(NC(=O)c2sc3nc(-c4ccccc4)cn3c2C)cc1 | 101.0 | 96.0 | -5.0 | 101.0 | 100.0 | 96.0 | 74 | 13.6 | 101.0 | -117.4 | 12 |
| CC(=O)Nc1cccc(C(=O)Nc2cccnc2)c1 | 96.0 | 103.0 | -1.2 | 97.0 | 93.0 | 99.0 | 16 | -59.2 | 94.0 | 11.5 | 8 |
| CCC(=O)NC(=S)NNC(=O)c1ccc(OC)cc1 | 105.0 | 101.0 | . | 103.0 | 99.0 | 105.0 | 20 | -127.7 | 105.0 | -32.9 | 18 |
| Cn1cccc1C(=O)OCC(=O)Nc1cc(C(C)(C)C)nn1-c1ccccc1 | 102.0 | 105.0 | . | 100.0 | 98.0 | 101.0 | 37 | -17.4 | 106.0 | 8.4 | 16 |
